From PubChem
SR-BI uptake up: activators of SR-BI mediated DiI-HDL uptake, primary screen, ldlA[mSR-BI] CHO cells, DiI fluorescence; activation, % at 12.5 µM; hit rate 0.096% among 320,000; AID 504775, 2011; 3 h; 100 = double the neutral-control signal;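 active = mean replicate activation of at least 60% and every replicate at or above 60%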;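 note: 0% = median plate neutral-control signal and 100% = twice that signal; values of inactives mirror those of a sister screen read the other way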
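Test system: SR-BI-overexpressing, LDLR-lacking CHO cells. Measured by: DiI fluorescence, bottom read. Medium: Ham's F12 with 0.5% BSA, HEPES 25 mM, pH 7.4. Timing: 3 h uptake period with compound, 37 °C.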
PKA-R2B act: activators of PKA-R2B holoenzyme, primary screen, biochemical, fluorescence polarization, Cy5-IP20, human; cAMP-dependent protein kinase catalytic subunit beta (Homo sapiens) + cAMP-dependent …; PKA-R2B holoenzyme dissociation; R2B truncated from residue 108, S112A mutant; 0% DMSO only, 100% 113 µM cGMP; activation, % at 11.4 µM; hit rate 0.079% among 340,000; AID 504700, 2011;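 active = activation above a cutoff set at the mean over all compounds plus 3 SD, cut at about 18% in these data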;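 note: higher means more holoenzyme dissociation and a rise in polarization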
CAL PDZ FP-1: untagged CAL PDZ binding inhibitors, primary screen, biochemical, fluorescence polarization, HTS | purified CAL PDZ, TMR-peptide fluorescence polarization, 1 h | inhibition, % at 24.9 µM | hit rate 0.92% among 300,000 | AID 602252, 2012;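 active = mean inhibition of at least 30% with at least half of replicates also reaching 30%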;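 note: 0% = DMSO neutral control and 100% = excess unlabeled competitor peptide PRC23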
Rtt109 Vps75: inhibitors of C. albicans Rtt109/Vps75 HAT, primary screen, biochemical, ThioGlo CoA-SH fluorescence, plate reader. Histone acetyltransferase RTT109 (Candida albicans (strain SC5314 / ATCC MYA-2876)), …. purified Rtt109/Vps75, 4 h. inhibition, % at 34.9 µM. hit rate 0.16% among 330,000. AID 540336, 2011;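 active = inhibition of at least 50% in every replicate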
Target sequence (Q5AAJ8 whole entry, looked up): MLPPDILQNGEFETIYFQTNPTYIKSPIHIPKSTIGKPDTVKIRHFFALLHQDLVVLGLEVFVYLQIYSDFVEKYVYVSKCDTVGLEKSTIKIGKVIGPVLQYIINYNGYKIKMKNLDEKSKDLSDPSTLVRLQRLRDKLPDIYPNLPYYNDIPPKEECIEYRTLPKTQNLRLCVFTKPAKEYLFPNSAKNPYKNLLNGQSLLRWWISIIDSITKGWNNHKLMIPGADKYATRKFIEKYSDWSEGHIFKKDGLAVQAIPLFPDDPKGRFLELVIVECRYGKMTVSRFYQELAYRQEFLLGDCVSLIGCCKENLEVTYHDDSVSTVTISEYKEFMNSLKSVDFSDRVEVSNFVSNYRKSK
DAGLB inh: DAGLB lipase inhibitors, primary screen, biochemical, fluorescence, HTS; AID 504411, 2011; hit rate 0.059% among 340,000; inhibition, % at 5.17 µM; HEK293T DAGLB membrane lysate, EnzChek fluorogenic substrate; Diacylglycerol lipase-beta (Homo sapiens), Q8NCG7; in the data active = inhibition above about 34%;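 note: 0% = enzyme with vehicle and 100% = wells lacking enzyme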
Target sequence (Q8NCG7 whole entry, looked up): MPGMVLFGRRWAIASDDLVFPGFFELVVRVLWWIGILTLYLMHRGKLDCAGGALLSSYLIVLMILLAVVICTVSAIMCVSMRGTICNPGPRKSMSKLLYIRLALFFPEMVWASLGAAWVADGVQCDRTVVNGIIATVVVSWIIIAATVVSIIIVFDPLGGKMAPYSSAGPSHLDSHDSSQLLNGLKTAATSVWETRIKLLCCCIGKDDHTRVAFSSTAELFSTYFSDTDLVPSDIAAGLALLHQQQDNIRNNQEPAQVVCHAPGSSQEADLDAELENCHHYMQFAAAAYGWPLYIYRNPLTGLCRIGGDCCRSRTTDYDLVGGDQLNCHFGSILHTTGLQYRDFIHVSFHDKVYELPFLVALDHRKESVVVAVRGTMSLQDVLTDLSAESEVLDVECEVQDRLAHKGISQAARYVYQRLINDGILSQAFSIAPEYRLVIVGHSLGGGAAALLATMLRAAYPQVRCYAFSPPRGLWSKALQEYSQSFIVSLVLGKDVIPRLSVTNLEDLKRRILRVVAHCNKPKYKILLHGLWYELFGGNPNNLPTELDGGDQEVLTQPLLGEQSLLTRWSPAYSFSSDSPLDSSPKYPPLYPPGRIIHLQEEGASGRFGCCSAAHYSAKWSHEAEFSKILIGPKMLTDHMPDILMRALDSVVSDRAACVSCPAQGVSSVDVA
cardiac RTF act: cardiac RTF calcium sensitivity activators, primary screen, biochemical, IANBD-TnC fluorescence, EC20 calcium; Troponin I, cardiac muscle (Homo sapiens) + Troponin T, cardiac muscle (Homo sapiens) + …; IANBD-labeled TnC RTF fluorescence at EC20 calcium; 0% EC20 calcium, 100% full calcium; activation, % at 7.2 µM; hit rate 0.24% among 340,000; AID 493008, 2010;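 active = activation above the mean over all tested compounds plus 3 SD, cut at about 30% in these data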;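 note: rise in fluorescence read as greater calcium sensitivity of cardiac thin filaments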
Cardiac RTF inh: cardiac RTF calcium sensitivity inhibitors, primary screen, biochemical, IANBD-TnC fluorescence, EC70 calcium | IANBD-labeled cardiac RTF, Ca2+ fluorescence | inhibition, % at 7.15 µM | hit rate 0.12% among 340,000 | Troponin I, cardiac muscle (Homo sapiens) + Troponin T, cardiac muscle (Homo sapiens) + …;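 active = inhibition above the mean inhibition of all tested compounds plus 3 SD, cut at about 17% in these data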;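 note: assay run at fixed EC70 calcium of 1.6 mM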
C-LANA FP: inhibitors of KSHV C-LANA binding to DNA, primary screen, biochemical, fluorescence polarization, FAM-LBS DNA, MBP-C-LANA, single point. Kaposi's sarcoma herpesvirus LANA C-terminal domain (residues 932-1162) DNA binding. inhibition, % at 9 µM. hit rate 0.078% among 340,000. AID 504423, 2011;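 active = highest replicate inhibition at or above 60% at 9 µM, even if other replicates fall short; inactive = all replicates below 60% inhibition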;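 note: 0% = neutral control wells and 100% = 4 µM acridine orange control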
Keap1 Nrf2 FP: Keap1-Nrf2 protein-protein interaction inhibitors, primary screen, biochemical, fluorescence polarization, single point | inhibition, % at 9.4 µM | Keap1 Kelch-Nrf2 peptide fluorescence polarization, 1536-well | hit rate 0.15% among 340,000 | AID 504523, 2011 | Kelch-like ECH-associated protein 1 (Homo sapiens), Q14145; in the data active = inhibition above about 12%;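 note: human Keap1 Kelch domain with fluorescein labeled Nrf2 9mer peptide probe; 0% = neutral control wells and 100% = peptide positive control; higher means more block of Keap1 binding to Nrf2 peptide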
CAL PDZ FP-2: CAL PDZ peptide-binding inhibitors, primary screen, biochemical, fluorescence polarization, Cer-tagged CAL PDZ, HTS. purified CAL PDZ, TMR-peptide fluorescence polarization, 1 h. inhibition, % at 20 µM. hit rate 0.02% among 330,000. AID 504414, 2011;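 active = highest replicate inhibition of at least 40%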;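 note: plate controls were DMSO neutral control wells for no effect and unlabeled competitor peptide control wells for full effect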
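Read-out basis: mP drop reported as inhibition | Assay system: Tagged CAL PDZ protein CerCALP, purified | Benchmarks: Unlabelled peptide for full inhibition, DMSO wells as neutral | Schedule: 1 h incubation at room temperature before polarization reading | Buffer or medium: Sodium phosphate/NaCl buffer pH 7.4 with TCEP, IgG, Thesit | Doses: Single point, 20 µM | Measured by: Fluorescence polarization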
* hit, by the source's call; . = no result given.

SMILES	SR-BI uptake up	PKA-R2B act	CAL PDZ FP-1	Rtt109 Vps75	DAGLB inh	cardiac RTF act	Cardiac RTF inh	C-LANA FP	Keap1 Nrf2 FP	CAL PDZ FP-2
COc1ccc(-c2nc(N)ncc2-c2csc(C)n2)c(O)c1OC	4.9	3.3	-0.5	.	0.2	-0.5	1.7	1.4	-4.1	-1.7
CN(NC(=O)c1ccccc1F)c1ccc([N+](=O)[O-])cn1	-1.0	0.7	54.8*	7.6	0.1	2.8	-4.4	0.9	0.7	-0.8
CCOC(=O)c1nc(Nc2ccc(Nc3ccccc3)cc2)c2ccccc2n1	-23.5	-3.3	-2.2	14.4	7.8	-2.3	1.5	-4.6	-2.9	-1.8
COc1ccc(C(=O)Nc2cc(C)nn2-c2nc3ccccc3[nH]2)c(OC)c1	-75.3	-8.6	-2.3	-3.6	-11.9	-0.8	-3.2	1.8	3.7	-1.4
Nc1ccc2nc(-c3ccccc3)sc2c1	-22.9	0.9	0.6	-66.0	-1.0	-0.5	13.0	0.4	-0.7	-0.9
COC(=O)CSc1nnc(CCc2nc3ccccc3[nH]2)n1C	29.6	-4.0	-2.1	21.1	1.6	3.0	4.7	0.1	-0.5	-2.2
Cc1nc(C)c(C(=O)NNS(=O)(=O)c2ccccc2)s1	13.6	-2.1	0.4	.	-1.0	1.7	-8.1	0.5	-3.4	-2.1
CCC(=O)Nc1ccc(C(=O)Nc2cc(C)on2)cc1	-1.7	-6.7	3.6	-4.7	1.1	5.1	-10.6	-0.5	4.5	.
COc1cccc(NC(=O)COc2ccc3c(c2)CCC3)c1	1.8	-2.3	.	4.0	-20.4	2.4	0.2	-0.3	-1.3	-0.9
CCOCCCNC(=O)C(c1ccc(OC)cc1)N(Cc1ccc2c(c1)OCO2)C(=O)CNC(C)=O (stereo not drawn)	4.8	-0.2	-2.7	-7.2	2.7	-0.7	-2.5	-1.6	-3.7	-2.4
Cc1ccc(-c2nc(NCCN(C)C)c3ccccc3n2)cc1	-1.3	2.8	3.5	3.1	-0.4	-6.9	-2.6	3.5	-1.2	.
Cc1ccc(-n2c3nc(=O)[nH]c(=O)c-3cc3cc([N+](=O)[O-])ccc32)cc1C	-5.6	-15.6	9.2	.	30.8	-1.2	1.8	-1.2	-2.9	1.2
CC(C)CCN(C)c1ccc(/C=N/n2cnnc2)cc1	-7.6	-8.6	-2.4	-10.9	-0.7	-11.2	0.5	0.8	-2.3	.
CCOc1ccc(C2C(C(=O)c3ccc(C)o3)=C(O)C(=O)N2c2cc(C)on2)cc1OC (stereo not drawn)	17.5	-4.6	-1.9	1.6	0.4	-0.5	-5.1	0.0	0.0	-2.6
CCCC(=O)N(Cc1cc(=O)[nH]c2ccccc12)c1ccccc1OC	-4.5	-8.6	0.0	1.8	-0.5	-1.9	-6.3	-0.6	1.9	-0.7

Continued; the last four above are carried over.
SMILES	SR-BI uptake up	PKA-R2B act	CAL PDZ FP-1	Rtt109 Vps75	DAGLB inh	cardiac RTF act	Cardiac RTF inh	C-LANA FP	Keap1 Nrf2 FP	CAL PDZ FP-2
Cc1ccc(-n2c3nc(=O)[nH]c(=O)c-3cc3cc([N+](=O)[O-])ccc32)cc1C	-5.6	-15.6	9.2	.	30.8	-1.2	1.8	-1.2	-2.9	1.2
CC(C)CCN(C)c1ccc(/C=N/n2cnnc2)cc1	-7.6	-8.6	-2.4	-10.9	-0.7	-11.2	0.5	0.8	-2.3	.
CCOc1ccc(C2C(C(=O)c3ccc(C)o3)=C(O)C(=O)N2c2cc(C)on2)cc1OC (stereo not drawn)	17.5	-4.6	-1.9	1.6	0.4	-0.5	-5.1	0.0	0.0	-2.6
CCCC(=O)N(Cc1cc(=O)[nH]c2ccccc12)c1ccccc1OC	-4.5	-8.6	0.0	1.8	-0.5	-1.9	-6.3	-0.6	1.9	-0.7
CCN(CC)C(=O)C1CCCc2c1[nH]c1ccc(Cl)cc21 (stereo not drawn)	-8.8	-2.4	.	3.3	-2.4	-3.8	-4.2	1.7	-4.8	-0.4
COc1ccc(OC)c(NC(=O)CC(NC(C)=O)c2ccccc2)c1 (stereo not drawn)	17.2	-1.4	-2.1	-6.4	-1.7	8.7	-4.9	0.5	-0.2	-0.6
O=C1CCC(c2ccccc2)=NN1Cc1c(F)cccc1Cl	-22.0	-2.7	-8.4	-5.1	-2.3	-6.4	1.0	-1.2	0.7	0.3
CCOC(=O)C1=C(COC(=O)C(C)(C)Oc2ccc(Cl)cc2)NC(=O)NC1C (stereo not drawn)	18.7	6.2	-3.8	-5.9	3.2	-0.5	-12.5	-2.1	0.5	-0.2
Cc1ccc(N(C(=O)Cn2nnc(-c3ccc(C)o3)n2)C(C(=O)NC2CCCC2)c2ccncc2)cc1 (stereo not drawn)	.	7.7	-2.5	-4.2	3.9	5.4	3.5	-0.3	-8.0	-0.3
COCCOC(=O)C1=C(C)N(c2ccccc2)C(=O)NC1c1cccc([N+](=O)[O-])c1 (stereo not drawn)	8.2	1.8	-2.3	4.5	1.7	-0.2	-2.2	-1.5	-5.1	-0.3
CC(C)NC(=O)N(C)C[C@@H]1Oc2ccc(NC(=O)Nc3ccc(C(F)(F)F)cc3)cc2CC(=O)N([C@H](C)CO)C[C@@H]1C	-20.5	-5.8	-2.4	2.9	0.1	-5.0	-6.8	2.6	2.1	-1.4
CCCc1cc(=O)oc2c3c(cc(OCC(=O)NCc4ccccn4)c12)OC(C)(C)CC3	-34.1	6.0	-11.3	-7.3	-3.3	7.7	-6.5	-0.6	-3.6	-3.5
O=C1OC(CC(=O)N(Cc2nnc(-c3ccccc3Cl)o2)C2CC2)c2ccccc21 (stereo not drawn)	-20.0	0.9	.	-1.7	-0.3	-3.3	-3.1	0.0	-7.7	0.1
COc1cccc(NC(=O)C(c2ccccc2)N2CCCCC2)c1 (stereo not drawn)	-9.3	-4.9	.	-2.3	-4.3	-5.4	3.2	1.4	-0.6	-0.3
CN(CC(=O)Nc1ccc(Cl)c(C(F)(F)F)c1)C(=O)c1ccc(S(=O)(=O)N2CCOCC2)cc1	10.8	1.6	.	3.6	-2.4	12.3	-10.9	-0.6	-1.9	-0.8
Cc1nnc(NC(=O)c2c(F)cccc2F)s1	19.6	2.7	.	-5.5	-1.9	2.4	-1.8	1.0	-6.9	-0.9
Cc1ccc(NC(=O)c2ccc(-n3cccn3)nc2)cc1	10.9	3.0	7.5	-16.9	1.1	0.1	-3.7	0.3	-3.9	0.0
Cc1ccc(CNC(=O)CSc2ncccn2)cc1	11.9	-2.8	2.8	0.9	1.0	-2.7	-25.9	1.2	1.4	-1.6
COc1ccc(/C(O)=C2/C(=O)C(=O)N(c3ccccn3)C2c2ccc(OC)c(OC)c2)cc1 (stereo not drawn)	13.2	-1.9	-2.8	-3.0	-0.7	-5.8	-1.8	-0.2	-3.1	-0.8
CCCSC(=S)c1c(C)[nH]n(-c2ccccc2)c1=O	8.6	-7.0	-2.9	18.7	8.8	3.5	-4.5	-0.1	-5.5	-0.4
O=C(Nc1ccc(Cl)cn1)c1cccc(S(=O)(=O)N2CCCCC2)c1	.	-8.8	-4.4	1.5	-4.1	0.5	-19.1	0.5	2.1	-3.5
Cn1cccc1C(C#N)c1ccccc1C#N (stereo not drawn)	11.4	-3.2	-3.7	-5.2	0.7	-2.0	-2.9	0.0	0.6	-1.8
COc1ccccc1CN1CC(C(=O)N(C)CCOc2ccccc2)CCC1=O (stereo not drawn)	12.3	1.8	-5.1	-7.9	-1.1	-4.7	4.6	-0.3	4.9	-1.7
COc1cc(OC)cc(C(=O)Nc2ccc([N+](=O)[O-])cn2)c1	2.5	-8.8	-3.3	1.7	-2.7	2.4	-2.2	-1.5	-4.4	-1.1
CC(=O)Nc1ccc(N2CCCCC2)cc1	27.3	-3.1	-4.7	-1.4	0.7	6.1	2.2	-0.6	-0.8	0.1
Cc1cc(C)cc(NC(=S)NN)c1	-9.1	-15.8	-5.4	14.9	-10.0	0.1	2.0	-1.0	1.1	0.0
CCn1cc(-c2cc(C(=O)O)c3ccccc3n2)cn1	5.4	0.3	-0.2	19.3	-1.4	7.7	-5.0	-0.6	-1.4	-3.6
C=CCSc1nnnn1-c1ccc(OC)cc1	-8.2	-0.7	1.8	.	-2.6	-1.5	0.6	0.4	3.1	-0.6
COCCOC(=O)C1=C(C)Nc2ncnn2C1c1ccc(F)cc1 (stereo not drawn)	-5.2	0.8	0.2	7.1	-2.0	-0.8	-1.6	-0.6	0.3	-0.7
Nc1nonc1-n1nnc(C(=O)N/N=C/c2ccccc2Cl)c1CN1CCOCC1	-10.8	-9.2	-3.1	-13.4	-0.4	-3.7	-3.3	1.0	-1.2	-1.8
COc1ccc(CCC(=O)OCC(=O)c2ccc[nH]2)cc1OC	-11.0	1.4	-5.0	-0.3	1.0	-3.1	-7.6	-0.9	-1.2	-1.4
O=C(/C=C/c1ccc([N+](=O)[O-])cc1)OCc1cnc(-c2ccccc2)o1	1.8	10.1	-4.0	5.1	-2.1	0.7	3.0	-0.1	-1.7	-1.9
C=CCn1c(SC(C)C(=O)NCC2CCCO2)nnc1-c1ccc(OC)cc1 (stereo not drawn)	-16.6	8.5	-5.3	-5.5	-8.5	-6.4	-5.3	0.2	-1.2	-0.2
O=Nc1[nH]c(=O)c(/C=C(\O)c2ccccc2)nc1NO	-6.2	0.2	-0.6	-3.4	2.4	5.6	3.6	0.3	-1.7	-0.1
CCOC(=O)c1nnn(CC(=O)Nc2cc(Cl)ccc2C)c1C(=O)OCC	-5.1	2.3	-4.9	-2.7	-0.9	-8.0	-7.9	-3.0	0.1	-0.6
O=C(CCCn1c(=S)[nH]c2ccc(Br)cc2c1=O)NCC1CCCO1 (stereo not drawn)	-10.7	3.8	-0.3	-4.9	-1.6	5.0	-7.2	-1.4	-0.3	-1.3
